Assay outcomes (PubChem)
CHRM4 agonist: human M4 muscarinic receptor agonists, primary screen, CHO-K1 cells, Fluo-8 calcium fluorescence; CHO-K1 hM4/Gqi5; vehicle 0%, full acetylcholine response 100%; activation, % at 3 µM; hit rate 0.14% among 360,000;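 active = activation above the run mean over all test wells plus 3 SD, cut at about 32% in these data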;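 also: peak over basal fluorescence ratio per well then scaled between controls; 0% = DMSO wells and 100% = acetylcholine at EC100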
Target sequence (P08173 whole entry, looked up): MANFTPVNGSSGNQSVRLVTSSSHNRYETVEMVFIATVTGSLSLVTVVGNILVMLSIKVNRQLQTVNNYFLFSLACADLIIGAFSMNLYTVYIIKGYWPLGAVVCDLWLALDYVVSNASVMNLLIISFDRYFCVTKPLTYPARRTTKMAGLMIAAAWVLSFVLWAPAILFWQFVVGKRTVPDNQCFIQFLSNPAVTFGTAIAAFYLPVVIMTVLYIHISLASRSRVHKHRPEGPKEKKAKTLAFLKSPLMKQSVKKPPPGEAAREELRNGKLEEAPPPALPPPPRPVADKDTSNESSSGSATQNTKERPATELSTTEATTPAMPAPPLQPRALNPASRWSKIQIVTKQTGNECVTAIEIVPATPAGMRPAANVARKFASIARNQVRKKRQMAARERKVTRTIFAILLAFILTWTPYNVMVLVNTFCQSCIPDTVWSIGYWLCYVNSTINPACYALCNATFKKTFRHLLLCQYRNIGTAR
M1 antag: human M1 muscarinic receptor antagonists, primary screen, CHO-K1 cells, Fluo-8 calcium fluorescence, 1536-well; inhibition, % at 3 µM; CHO-K1 hM1, ACh EC80 antagonist; AID 588852, 2011; hit rate 1.3% among 360,000;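 active = percent inhibition above its own plate's cutoff, namely the mean of that plate's compound wells plus 3 SD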;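 also: peak over basal fluorescence ratio during 140 s after agonist addition; 0% = ACh EC80 plus DMSO and 100% = DMSO alone without agonist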
CHRM1 PAM: human M1 muscarinic receptor positive allosteric modulators, primary screen, CHO-K1 cells, Fluo-8 calcium fluorescence, 1536-well. CHO-K1 hM1, ACh EC20; 0% = ACh EC20, 100% = maximal ACh. Muscarinic acetylcholine receptor M1 (Homo sapiens), P11229. activation, % at 3 µM. hit rate 0.088% among 360,000; in the data active = activation above about 19%, passing the limit was not always enough
CHO parental Ca: ATP-evoked calcium signal inhibitors, parental CHO, primary screen, counter-screen for OX1R antagonist project, cell-based, fluorescence, Fluo-8 calcium dye | parental CHO-K1, ATP-induced calcium, Fluo-8 fluorescence | inhibition, % at 5.6 µM | hit rate 0.63% among 330,000 | AID 463079, 2010;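 active = inhibition above that plate's mean sample inhibition plus 3 SD, cut at about 26% in these data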;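 also: 0% = ATP-challenged DMSO wells and 100% = DMSO wells without ATP; some compounds past the cut are filed as inactive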
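Measured by: calcium-sensitive Fluo-8 fluorescence / Test system: CHO parental line / Controls: ATP-challenged DMSO wells low, unchallenged DMSO wells high / Measure: % inhibition / Compound: single nominal dose of 5.6 µM per compound / Replicates: single well per compound, no replicates / Reagent: ATP as calcium-mobilizing challenge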
M1 ag: human M1 muscarinic receptor agonists, primary screen, Fluo-8 calcium fluorescence, CHO-K1 cells, HTS; Muscarinic acetylcholine receptor M1 (Homo sapiens), P11229; CHO-K1 hM1, agonist mode; 0% DMSO, 100% acetylcholine EC100; activation, % at 3 µM; hit rate 0.33% among 360,000; AID 588814, 2011;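 active = activation above the run's mean compound activation plus 3 SD, cut at about 16% in these data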;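 also: peak over basal fluorescence ratio within a 140 s kinetic read after compound addition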
CHO-K1 Ca antag: nonselective inhibitor or artifact in parental CHO-K1 cells; ATP-induced calcium, Fluo-8 fluorescence; inhibition, % at 3 µM; hit rate 0.6% among 360,000; AID 602250;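 active = inhibition above a per-plate cutoff, the plate's mean sample inhibition plus 3 SD, cut at about 24% in these data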;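 also: 0% = DMSO plus EC80 ATP and 100% = DMSO alone without ATP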
CHO-K1 Ca ag: counter-screen for M1 agonists: effect in parental CHO-K1 cells; Fluo-8 calcium fluorescence; scaled to maximal ATP response, vehicle zero; activation, % at 3 µM; hit rate 0.48% among 360,000; AID 602248, 2012; in the data active = activation above about 15%;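 also: untransfected CHO-K1 host cells lacking M1 receptor as counterscreen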
OXTR potentiator: human OXTR potentiators, primary screen, fluorescence, CHO-OTR cells, Fluo-8 calcium; Oxytocin receptor (Homo sapiens), P30559; Fluo-8 calcium fluorescence, potentiator mode; 0% = oxytocin EC15, 100% = EC100; activation, % at 3 µM; hit rate 0.061% among 320,000; AID 2445, 2010;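 active = activation above that plate's cutoff, the mean activation of tested compounds plus 3 SD, cut at about 6.6% in these data, passing the limit was not always enough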;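 also: 100% uses oxytocin at 75 nM as the full agonist control; some results filed as inactive read as strong as hits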
Target sequence (P30559 whole entry, looked up): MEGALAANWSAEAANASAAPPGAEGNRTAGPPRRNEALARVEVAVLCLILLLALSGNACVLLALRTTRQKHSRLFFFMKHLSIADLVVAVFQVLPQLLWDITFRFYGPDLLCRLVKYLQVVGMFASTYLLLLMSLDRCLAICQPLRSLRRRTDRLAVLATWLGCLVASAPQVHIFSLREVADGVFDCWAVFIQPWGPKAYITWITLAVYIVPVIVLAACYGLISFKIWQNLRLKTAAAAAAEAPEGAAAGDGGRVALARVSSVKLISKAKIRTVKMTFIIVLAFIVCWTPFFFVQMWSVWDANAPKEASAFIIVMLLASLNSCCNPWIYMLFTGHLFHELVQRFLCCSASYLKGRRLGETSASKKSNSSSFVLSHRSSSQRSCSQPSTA
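assay system = CHO-OTR cells, human receptor | schedule = compound 6 min at room temperature before oxytocin, 100 s read | detection = Fluo-8 intracellular calcium fluorescence, ex 470-495, em 515-575 nm | evaluation = normalized max/min fluorescence ratio, % activation | control set = EC15 oxytocin alone as 0%, 75 nM oxytocin (EC100) as 100%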
CHRM4 antagonist: human M4 muscarinic receptor antagonists, primary screen, CHO cells, Fluo-8 calcium fluorescence; Muscarinic acetylcholine receptor M4 (Homo sapiens), P08173; CHO-hM4 cells, ACh EC80; inhibition, % at 3 µM; hit rate 0.73% among 360,000;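 active = inhibition above its plate's cutoff, the mean inhibition of sample wells plus 3 SD, cut at about 27% in these data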;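 also: 0% = acetylcholine EC80 with DMSO and 100% = DMSO without agonist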
An asterisk follows results filed as active; · = no result given.

SMILES	CHRM4 agonist	M1 antag	CHRM1 PAM	CHO parental Ca	M1 ag	CHO-K1 Ca antag	CHO-K1 Ca ag	OXTR potentiator	CHRM4 antagonist
O=C(c1ccccc1)C1CCN(C(=O)c2cccs2)CC1	2	-16	10	-4	-1	12	0.1	-6	1
COc1ccccc1NC(=O)c1cc(C)nc2ccccc12	3	-12	18	-6	-8	-6	1.6	-9	-3
CC(=O)Nc1ccc(C(=O)OCC(=O)NCCC2=CCCCC2)cc1	3	-6	6	·	-2	-11	1.1	·	-13
CCN(CC)CCCNc1nc2ccccc2c2nc(-c3ccncc3)nn12	4	-21	7	-5	-8	-3	0.5	7	2
N[C@@H](Cc1ccccc1)C(=O)N1CCC(C(=O)NCC(=O)NCC(=O)O)CC1	0	3	1	-5	-2	-10	0.3	-6	4
COc1ccc(OC)c(NC(=O)C2CCCN(S(=O)(=O)c3ccc(-n4cnnn4)cc3)C2)c1 (stereo not given)	3	13	-8	15	-3	-7	6.4	-14	3
COc1cccc(-c2cc3nc(NCc4ccc5occc5c4)n(C)c(=O)c3s2)c1	1	13	-17	·	-7	-6	0.8	·	17
O=C(Nc1ccc2c(c1)OCO2)c1sc2cc(Cl)ccc2c1Cl	1	-7	11	-1	-2	2	-0.2	-7	-3
O=C(c1ccccc1Cl)N1CCN(c2ncccn2)CC1	1	3	3	-14	-2	1	0.7	-6	-5
C[C@]1(OC(=O)/C=C/c2ccccc2)C[C@@H](O)[C@]2(O)C=CO[C@@H](O[C@@H]3O[C@H](CO)[C@@H](O)[C@H](O)[C@H]3O)[C@@H]21	1	-24	2	12	-1	1	0.4	-6	-28
CCC(=O)Nc1nnc(SCC(=O)NCCc2ccc(OC)c(OC)c2)s1	0	-8	10	-6	-5	-14	0.3	9	-4
O=C(Cc1ccccc1F)Nc1ccccc1N1CCCC1	0	-6	6	·	-6	-10	-0.2	·	4
NS(=O)(=O)c1ccc(NC(NC(=O)c2cccnc2)C(Cl)(Cl)Cl)cc1 (stereo not given)	0	-25	19	-3	-1	-6	0.6	3	0
CC(=O)OCC(=O)N1CCN(c2ccc([N+](=O)[O-])cc2)CC1	1	-5	4	2	-12	19	0.3	0	6
O=C(CS(=O)(=O)c1cn(CC(=O)N2CCOCC2)c2ccccc12)NCc1ccc(F)cc1	2	-4	-6	-23	-2	-5	1.3	-5	-1
CCO/C(C)=N/Oc1cncnc1	0	2	-2	·	-1	14	0.2	·	-9
Cc1ccc(N(C(=O)c2csnn2)C(C(=O)NC2CCCCC2)c2ccco2)cc1 (stereo not given)	2	-9	7	-5	15	-17	1.6	-12	-15
Cc1c(NC(=O)C(C)Sc2nc(N)cc(=O)[nH]2)c(=O)n(-c2ccccc2)n1C (stereo not given)	1	-10	13	5	-3	-21	0.8	-2	4
Cc1ccc(O)c(C2=NNC(O)(C(F)(F)F)C2)c1 (stereo not given)	3	-18	9	-9	0	-12	1.4	-2	-3
CCN(CC)CCCN(C(=O)c1ccco1)c1nc(-c2ccc(C)cc2)cs1	4	2	-1	-19	-8	-16	5.8	-8	8
CCN(CC)C(=O)Nc1cnc2ccccc2c1	0	-15	10	-2	-3	4	0.3	-13	-3
COc1ccc(N(CC(=O)N2CCN(c3ccc(F)cc3)CC2)S(=O)(=O)c2c(C)noc2C)cc1	2	-4	3	-16	-4	-11	1.3	-5	6
COc1ccc(OC)c(-c2cc(C(=O)Nc3c(C)n(C)n(-c4ccccc4)c3=O)no2)c1	0	2	8	-20	-15	-15	0.3	3	-8
CCCP(=O)(CCC)CCP(=O)(c1ccccc1)c1ccccc1	0	-1	-3	-9	-5	1	3.1	1	10
CC(C)(C)c1ccc(/C=C2/SC(N3CCCC3)=NC2=O)cc1	-2	-4	5	-30	-8	-9	-0.6	0	-2

(further entries)
SMILES	CHRM4 agonist	M1 antag	CHRM1 PAM	CHO parental Ca	M1 ag	CHO-K1 Ca antag	CHO-K1 Ca ag	OXTR potentiator	CHRM4 antagonist
Cc1ccc2nc(N/C(=N/S(=O)(=O)c3cccs3)c3ccccc3Cl)sc2c1	1	11	-2	-15	-5	-14	2.6	-7	9
COc1ccc(NC(=O)COc2ccccc2Cc2ccccc2)cc1S(N)(=O)=O	15	37*	-17	13	6	48*	18*	-15	21
CC(=O)c1ccc(NC(=S)NCc2ccc(Cl)cc2Cl)cc1	18	20	-8	40*	5	16	16*	-14	18
Cc1occc(=O)c1OC(=O)Nc1ccc(Cl)c(Cl)c1	14	26	-15	70*	2	29*	12	-11	13
CC(=O)Nc1cc(-c2cccc(C)c2)cn2c(-c3ccc(S(C)(=O)=O)cc3)cnc12	9	-5	0	·	-4	1	2.4	·	0
O=C1c2cccc3c(O)ccc(c23)C(=O)N1c1ccc(Cl)cc1	75*	45*	-30	69*	78*	7	18*	-27	20
CCN(CC)c1ccc(S(=O)(=O)N2CCOCC2)cc1NC(=O)COC(=O)COc1ccccc1C	7	-18	9	-1	-3	1	2.4	-10	-4
COCCCNC(=O)c1c(NC(=O)c2cccs2)sc2c1CCCC2	2	-1	4	-15	-5	-11	0.1	-7	0
O=C(NCc1cccnc1)c1ccc(N2CCOCC2)c([N+](=O)[O-])c1	2	-4	7	4	-7	-6	1.8	2	7
CCN(CC)S(=O)(=O)c1ccc(NC2=NS(=O)(=O)c3ccccc32)cc1	2	-5	2	4	-6	3	0.1	-13	4
CC(=C/c1ccccc1)/C=N/Nc1nc(N2CCCCC2)nc(N2CCCCC2)n1	0	5	1	-7	0	-8	0.8	-5	1
O=C(NC1CCN(C(=O)Nc2cccc(Cl)c2)CC1)C1CCCCC1	1	-3	8	3	-4	5	0.1	-3	-12
O=C1C2CCCN2C(=O)N1CCCCN1CCN(c2ccc(F)cc2)CC1 (stereo not given)	0	5	-1	-5	-9	-3	-0.3	1	10
CCOC(=O)C1CCN(C(=O)c2cccc(S(=O)(=O)N(CC)c3ccccc3)c2)CC1	5	-7	9	-11	-4	4	1.7	-10	-6
COc1ccc(C2Nc3ccc4ccccc4c3-c3c2c(=O)oc2ccccc32)cc1 (stereo not given)	0	3	4	-6	-1	7	-0.4	-3	7
CCN(CC)S(=O)(=O)c1ccc(NC2c3ccccc3C(=O)N2Cc2ccc3c(c2)OCO3)cc1 (stereo not given)	2	-22	10	-10	-3	-9	0.8	-3	-11
COc1cc([N+](=O)[O-])c2ncsc2c1	1	-9	8	-11	-4	1	-0.1	-2	-1
CC(=O)C1=CCC(c2ccc(Cl)cc2)N(S(=O)(=O)c2ccccc2)C1 (stereo not given)	3	15	-8	·	-9	12	3.5	·	-6
COc1cccc(NS(=O)(=O)c2ccc3[nH]cc(C(=O)NC4CC4)c(=O)c3c2)c1	1	-10	10	·	-1	4	-0.3	·	2
Cc1[nH]nc2nc(SCC(=O)NC3CCCCC3)n(-c3ccc(Br)cc3)c(=N)c12	10	-9	11	-9	-1	-9	2.7	-9	-6
COc1ccc(-c2ccc(C(=O)NCc3ccc(C(F)(F)F)cc3)c3occc23)c(C)c1	2	20	-12	·	-1	-11	2.5	·	10
COc1ccc(CCC(=O)NCCc2nc3ccccc3[nH]2)cc1	1	2	2	-14	-4	4	-0.5	-3	-1
O=C(CC(Nc1ccccc1Cl)C(=O)O)c1ccccc1 (stereo not given)	2	5	4	16	-1	-11	0.5	-8	0
Cc1ccc(CSC2=NCCN2C(=O)c2ccc([N+](=O)[O-])cc2)cc1	1	-7	5	-5	-5	-12	0.2	-4	-14
COc1cc(C2=NOC(C(=O)N3CCN(c4ccc(F)cc4)CC3)C2)cc(OC)c1OC (stereo not given)	4	0	9	-17	1	5	1.7	-10	1

(listing goes on)
SMILES	CHRM4 agonist	M1 antag	CHRM1 PAM	CHO parental Ca	M1 ag	CHO-K1 Ca antag	CHO-K1 Ca ag	OXTR potentiator	CHRM4 antagonist
CCCn1c(=O)c2ccccc2n2c(SCC(N)=O)nnc12	1	-15	13	-10	0	3	0.9	-6	5
Cc1cc(NC(=O)CN(C)CC(=O)Nc2ccc(F)c(F)c2F)no1	0	7	-1	-18	0	3	0.0	-2	-5
Nc1nncn1C(=O)c1cc(Br)ccc1Cl	1	-7	6	4	-3	-11	0.8	-8	-13
COc1ccccc1N1C(=O)C2C(C(=O)c3ccccc3)=NN(c3ccccc3)C2C1=O (stereo not given)	3	-4	9	-18	0	7	1.2	-9	0
Cc1ccc2[nH]c3c(=O)n(CC(=O)N4CCN(C)CC4)ncc3c2c1	1	2	-1	-3	-5	-5	0.6	-5	-2
CCN(C(=O)COc1cccnc1[N+](=O)[O-])C1CCS(=O)(=O)C1 (stereo not given)	0	-1	3	0	-8	3	-0.2	-3	1
O=C(NN1CCOCC1)c1cc(S(=O)(=O)Nc2cccc(C(F)(F)F)c2)ccc1Cl	1	-7	8	-3	-5	-6	0.3	-8	-6
O=C1CS/C(=N\C(=O)N2c3ccccc3Sc3ccccc32)N1	-1	-3	2	-7	-6	-4	0.1	-2	5
COc1ccc(N=C2C(=S)N(c3ccc(OC)cc3)C(=NS(=O)(=O)c3ccccc3)N2c2ccccc2)cc1	1	-4	-2	·	-2	14	0.3	·	-7
CC(C)Oc1cccc(C(=O)C2CCCN(C(=O)c3ccccn3)C2)c1 (stereo not given)	2	-16	16	-11	0	-12	2.3	-2	12
Cc1ccc(C(=O)CCC(=O)OCC(=O)N(CC(C)C)c2c(N)n(Cc3ccccc3)c(=O)[nH]c2=O)cc1	13	-12	11	-20	-2	4	0.1	-4	-1
COc1ccc2[nH]c(=O)c(CN(CCCN3CCOCC3)C(=O)NCc3ccccc3)cc2c1	2	-13	7	-19	-2	-13	0.5	-1	8
Cc1c(-c2nnnn2-c2ccc(F)cc2)cnc2cc3c(cc12)OCO3	3	-7	5	-9	-3	-7	0.5	-5	3
C=CCC[C@H](CCCCC)OC(=O)/C=C/[C@H](O)[C@@H](O)C[C@@H](O)CC=C	0	·	·	·	·	-13	0.2	·	3
C=CCSc1nc(N)cc(=O)[nH]1	0	-1	0	0	-2	-5	0.6	-4	4
CCN(c1ccc(C)cc1)S(=O)(=O)c1nnc(NC(=O)c2ccco2)s1	3	-11	8	-7	-1	-18	1.8	-12	-44
Cc1c(C(=O)CN2CCSCC2)c2ccccc2n1C	0	1	1	-21	-4	8	-0.2	-3	7

Whole records as entered above. Order of screens: CHRM4 agonist	M1 antag	CHRM1 PAM	CHO parental Ca	M1 ag	CHO-K1 Ca antag	CHO-K1 Ca ag	OXTR potentiator	CHRM4 antagonist
Listed for CCC(=O)Nc1nnc(SCC(=O)NCCc2ccc(OC)c(OC)c2)s1 : 0	-8	10	-6	-5	-14	0.3	9	-4
Listed for CC(C)(C)c1ccc(/C=C2/SC(N3CCCC3)=NC2=O)cc1 : -2	-4	5	-30	-8	-9	-0.6	0	-2
